TcdB inh = blocks C. difficile toxin B glycohydrolase activity; inhibition, % at 9.99 µM; AID 652162; TcdB glycohydrolase enzymatic assay, plate reader; P18177; 350,000 compounds, 0.24% hits; in the data active means inhibition above about 10%
Active calls of the source: *; & = joins results of further samples. Some of the compounds tested; count on the stated rates, not on these rows.

SMILES	TcdB inh
CC1(c2nnnn2Cc2ccccc2)CCC(=O)N1CCc1ccc(O)cc1 (centres undefined)	3.4
Cc1ccc(S(=O)(=O)Nc2cccc3c2O[C@@H](CN(C)Cc2ccc(Cl)c(Cl)c2)[C@H](C)CN([C@@H](C)CO)C3=O)cc1	-2.9
COC(=O)[C@@]12C[C@@H](CC(=O)NCc3cccs3)C(=O)N(Cc3ccco3)C1=CCC(C)(C)C2	-0.2
CCc1cc(OC)c(CCN)cc1OC	0.6
Cc1cc(Br)cn2c(Cc3cccc(Cl)c3)c(C3CCCCC3)nc12	1.0
C[C@@H]1CN([C@@H](C)CO)C(=O)c2cc(NC(=O)Cn3cnnn3)ccc2O[C@H]1CN(C)S(=O)(=O)c1ccc(Cl)cc1	-1.6
CC1(C(=O)NCc2ccccc2)CN(S(C)(=O)=O)CC(=O)N1CCCn1ccnc1 (centres undefined)	0.4
Cc1cccc(C)c1-n1nnnc1C(c1ccnc2ccccc12)N(CCC#N)Cc1ccccc1 (centres undefined)	0.4
COc1ccccc1Cc1c(-c2ccc(Cl)cc2)nc2ccc(C)cn12	1.9
COc1cccc(CN2CC3(CCN(C)CC3)c3c([nH]c4cc(OC)ccc34)[C@H]2CO)c1	-0.7
Cc1ccc(C)c(N2CCN(C(C(=O)NC3CCCC3)c3ccco3)CC2)c1 (centres undefined)	0.4
CC(C)[C@@H](CO)NC(=O)[C@H]1[C@@H](c2ccccc2)N(c2ccccc2)O[C@@H]1C	-1.1
CC(C)C[C@H]1CN([C@@H](CC(C)C)CN2CCC[C@H]2CN2C(=O)C(=O)NC[C@@H]2Cc2ccccc2)C(=O)C(=O)N1CCc1ccccc1	1.6
CCCNC(=O)N1CCC2(CC1)CN(C(=O)NC(C)C)[C@H](CO)c1c2c2ccc(OC)cc2n1C	0.0
CCC(=O)N1CC(=O)N2[C@H](C1)[C@H](c1ccc(-c3ccccc3F)cc1)[C@@H]2CO	-0.6
CS(=O)(=O)N1CC(=O)N2[C@@H](CO)[C@@H](c3ccc(C#CC4CCCC4)cc3)[C@@H]2C1	0.5
COC1CC=C2CCN3CCC4=C(CC(=O)OC4)C23C1 (centres undefined)	0.5
CCCNC(=O)N1[C@@H]2CNC[C@H]1C2c1ccc(-c2cccnc2)cc1 (some centres undefined)	1.1&-0.5
CN(C[C@H]1N[C@H](CO)[C@@H]1c1ccc(-c2cccnc2)cc1)C(=O)NC1CCCC1	-1.0
CC(C)NC(=O)C1(C)CN(S(C)(=O)=O)CC(=O)N1CCCN1CCOCC1 (centres undefined)	-1.2
COCCCNC(=O)C[C@@H]1C[C@@]2(C(=O)OC)CC(C)(C)CC=C2N(Cc2ccccc2)C1=O	2.1
COc1ccc2c3c(n(C)c2c1)[C@@H](CO)N(CC1CC1)CC31CCN(C(=O)NC2CCCC2)CC1	-2.4
COc1cccc(CNC(=O)[C@H]2CCCN2C(=O)[C@H]2CCCN2C(=O)c2cccs2)c1	0.0
O=C(Cc1cccnc1)N1CC(=O)N2[C@@H](CO)[C@H](c3ccc(/C=C/c4ccccc4)cc3)[C@@H]2C1	0.6
COc1cc(CN2CC3(CCN(C(=O)Nc4c(C)noc4C)CC3)c3c([nH]c4cc(OC)ccc34)[C@@H]2CO)cc(OC)c1	-1.6
Next section.
SMILES	TcdB inh
COc1ccc(-c2cc(NC(=O)Cc3c[nH]c4ccccc34)ccc2Nc2cccnc2)c(OC)c1	-0.3
O=C(NC[C@H]1CC[C@H]2[C@H](CN2C(=O)Cc2ccncc2)O1)C1CCOCC1	-0.9
COc1ccc2c3c([nH]c2c1)[C@@H](CO)N(C(=O)Nc1ccc(F)cc1)CC31CCN(Cc2cc(F)ccc2F)CC1	0.3
C[C@@H]1CN([C@H](C)CO)C(=O)c2cc(NS(=O)(=O)c3ccc(Cl)cc3)ccc2O[C@@H](C)CCCCO[C@H]1CN(C)S(=O)(=O)c1ccccc1	-0.7
CCC(c1nnnn1-c1ccc2c(c1)OCCO2)N1CCN(c2ccccc2OC)CC1 (centres undefined)	2.8
O=C(C[C@@H]1CC[C@@H]2[C@H](COC[C@H](O)CN2S(=O)(=O)c2ccccc2)O1)NCCN1CCCC1	-0.3
COc1ccc(CN(C)C[C@@H]2OCCCC[C@H](C)Oc3ccc(NS(=O)(=O)c4c(C)noc4C)cc3C(=O)N([C@@H](C)CO)C[C@H]2C)cc1	1.2
C[C@@H]1CN([C@@H](C)CO)C(=O)c2cc(NS(=O)(=O)c3ccc(F)cc3)ccc2O[C@@H](C)CCCCO[C@@H]1CN(C)C(=O)Nc1ccc2c(c1)OCO2	-1.1
CO[C@H]1CN(C)C(=O)c2cc(NS(=O)(=O)c3cn(C)cn3)ccc2OC[C@H](C)NC[C@H]1C	-1.2
CCc1nc(N2[C@H](CO)[C@H](c3ccccc3-c3ccc(F)cc3)[C@@H]2C#N)sc1C	-0.2
O=C1CN(Cc2ccccc2)C[C@H]2[C@@H](c3ccc(-c4cccnc4)cc3)[C@H](CO)N12	-0.6
CC(C)(C)[S@@](=O)N1Cc2cc(C(=O)N[C@H]3CCN(Cc4ccccc4)C3)nc(-c3cccc(-c4ccncc4)c3)c2[C@H]1CCO	0.4
COc1cccc2[nH]c(-c3ccccn3)nc12	-1.6
CC(=O)N1CC(=O)N2[C@H](C1)[C@@H](c1ccc(-c3cccc(C(=O)N(C)C)c3)cc1)[C@@H]2CO	0.3
O=C1C(Sc2ccccc2)=C[C@@]2(O)CC[C@@H](O)[C@]1(Sc1ccccc1)[C@H]2O	-0.1
O=C(c1ccncc1)N1CC(=O)N2[C@H](CO)[C@H](c3ccc(/C=C/c4ccccc4)cc3)[C@@H]2C1	0.4
COc1ccc2c3c(n(C)c2c1)[C@H](CO)NCC31CN(C(=O)Nc2ccc(F)cc2F)C1	-1.0
CN1OC[C@@H]2CN(C(=O)c3ccc(C#N)cc3)[C@H](c3cccc(Br)c3)C[C@@H]21	1.8
Cc1ccc2nc(-c3cccc(Cl)c3)c(Cc3ccccc3C(F)(F)F)n2c1	-0.9
Nc1[nH]c(C(=O)c2ccccc2)c(-c2ccc(Cl)c(F)c2)c1C(=O)NCCc1c[nH]c2ccccc12	1.1
Cc1cc(C)n2c(NCc3ccccc3)c(CCc3ccccc3)nc2n1	-11
COc1ccc2c3c(n(C)c2c1)[C@H](CO)N(CC1CC1)CC31CN(Cc2ccc(F)cc2)C1	-0.5
Cc1ccc(S(=O)(=O)Nc2ccccc2O)cc1	-0.2
C/C=C/c1ccccc1[C@H]1[C@H](C#N)N(C(=O)CN2CCOCC2)[C@H]1CO	-0.6
COc1ccc2c3c(n(C)c2c1)[C@H](CO)N(C(=O)c1ccc(F)cc1)CC31CCN(C(=O)c2ccc(F)cc2)CC1	-0.2
The listing continues:
SMILES	TcdB inh
O=C(Nc1cccc(F)c1)N1CC(=O)N2[C@@H](CO)[C@H](c3ccc(-c4ccccc4F)cc3)[C@@H]2C1	-0.3
CN(C(=O)c1ccc(NC(=O)Cc2cccc(NC(=O)C3CCN(C(=O)CCc4ccccc4)CC3)c2)cc1)C1CC1	2.8
COC(=O)C1=C(C)N(Cc2ccccc2C(F)(F)F)C(=NCc2cc(OC)c(OC)c(OC)c2)NC1c1ccccc1C(F)(F)F (centres undefined)	1.2
CC(C)c1cc(C(=O)NCCc2cccs2)c(N)s1	0.9
COCC#Cc1ccc([C@@H]2[C@H]3CN(C(=O)C4CCOCC4)CC(=O)N3[C@H]2CO)cc1	-1.1
Cc1ccccc1-c1ccccc1[C@H]1[C@@H](C#N)N(C(=O)c2cccc(F)c2)[C@@H]1CO	1.6
OC[C@@H]1Nc2ccc(C3=CCCCC3)cc2[C@@H]2[C@H]1CCN2Cc1nccs1	0.7
C/C=C/c1ccc([C@H]2[C@H]3CN(C(=O)c4ccccc4)CC(=O)N3[C@H]2CO)cc1	-0.2
CCCNC(=O)N1CC2(CCN(CC3CCCC3)CC2)c2c([nH]c3cc(OC)ccc23)[C@H]1CO	0.8
CCOC(=O)N1CCN(C(=O)C[C@@H]2C[C@@]3(C(=O)OCC)CCC=C3N(Cc3ccccc3)C2=O)CC1	1.1
COC(=O)c1ccc2nc(-c3ccccc3)c(Cc3ccc(C)cc3)n2c1	0.3
N#C[C@@H]1[C@@H](c2ccccc2-c2cccc(F)c2)[C@H](CO)N1C(=O)Cc1cccnc1	-0.2
CC(C)C#Cc1ccc([C@@H]2[C@H]3CN(C(=O)Cc4ccccc4)CC(=O)N3[C@H]2CO)cc1	1.4
O=C1N[C@@H](c2ccccc2)COCc2cn(nn2)CC[C@H]1Cc1ccc(Cl)cc1	0.2
CC(=O)N(C[C@H]1N[C@H](CO)[C@@H]1c1ccc(-c2cccc(F)c2)cc1)C1CCCC1	0.3
CCC(=O)N1Cc2cc(C(=O)Nc3nccs3)nc(-c3cccc(-c4ccccc4OC)c3)c2[C@@H]1CCO	-0.3
COc1ccc(C#Cc2ccc([C@@H]3[C@@H](CO)N4C(=O)CN(C(=O)NC(C)C)C[C@H]34)cc2)cc1	1.4
CCC(=O)N1CC(=O)N2[C@H](CO)[C@H](c3ccc(C#Cc4cccc(F)c4)cc3)[C@H]2C1	0.9
C[C@H]1CN([C@@H](C)CO)C(=O)c2c(c3ccccc3n2C)-c2ccccc2CO[C@@H]1CN(C)Cc1ccc(C(F)(F)F)cc1	0.7
O=C(c1ccc(F)cc1)N1CC(=O)N2[C@H](CO)[C@H](c3ccc(C#CC4CCCC4)cc3)[C@H]2C1	0.7
COc1ccc2c3c([nH]c2c1)[C@H](CO)N(C(=O)NC(C)C)CC31CN(C(=O)c2ccncc2)C1	0.0
O=C(NCc1ccccc1)C(c1ccc(-c2ccccc2)cc1)n1c(=O)c(-c2ccco2)nc2ccccc21 (centres undefined)	0.6
CC(C)C[C@H]1CN(CCCC[C@H]2CNC(=O)C(=O)N2CCc2ccccc2)C(=O)C(=O)N1Cc1ccccc1	0.7
Nc1[nH]c(C(=O)c2ccccc2)c(-c2ccc(C(F)(F)F)cc2)c1C(=O)NCc1ccc(Cl)cc1Cl	0.6
COc1cccc(NC(=O)N2CC(=O)N3[C@@H](CO)[C@H](c4ccc(C#CC5CCCCC5)cc4)[C@@H]3C2)c1	0.1
Next entries.
SMILES	TcdB inh
CCCC(=O)N1CC2(CN(C(=O)NC(C)C)C2)c2c([nH]c3cc(OC)ccc23)[C@H]1CO	0.7
COc1ccc2c3c(n(C)c2c1)[C@H](CO)N(Cc1ccccc1Cl)CC31CCN(C(C)=O)CC1	-0.7
COC(=O)[C@]12CCCCC=C1N(Cc1ccco1)C(=O)[C@H](CC(=O)NCc1ccccc1)C2	0.8
CCCCNC(=O)C1c2ccccc2OCC(=O)N1CCc1ccc(OC)c(OC)c1 (centres undefined)	2.2
O=C(C(=O)N1CCN(c2ccncc2)CC1)c1cccc(Br)c1	0.2
COc1cccc(CN(C)C(=O)[C@@H](Cc2ccccc2)NC(=O)[C@H]2O[C@@H](n3ccc(=O)[nH]c3=O)[C@H](O)[C@@H]2O)c1	1.6
Cc1cccc2nc(-c3ccccc3)c(-c3ccc(CN4CCC5(CC4)CNc4ccccc45)cc3)nc12	0.5
COCC(=O)N1CC(=O)N2[C@@H](CO)[C@@H](c3ccc(C#CCc4ccccc4)cc3)[C@@H]2C1	-0.1
C#CCNC(=O)C[C@@H]1C[C@@]2(C(=O)OC)CC(C)(C)CC=C2N(CCc2ccc(OC)c(OC)c2)C1=O	3.5
COCC(=O)N1CC(=O)N2[C@@H](CO)[C@H](c3ccc(C#CCc4ccccc4)cc3)[C@@H]2C1	-0.6
COc1ccc2c3c([nH]c2c1)[C@H](CO)N(C(=O)c1ccccn1)CC31CN(S(C)(=O)=O)C1	1.0
C/C=C/c1ccc(C2[C@H]3CNC[C@@H]2N3S(C)(=O)=O)cc1 (some centres undefined)	-1.2
C[C@@H]1CN([C@@H](C)CO)C(=O)CCCn2nncc2CO[C@H]1CN(C)Cc1ccc(C(=O)O)cc1	0.3
CCC(=O)N1CC2(C1)CN(C(=O)Cc1ccccc1)[C@@H](CO)c1c2c2ccc(OC)cc2n1C	-1.0
CN(C)C(=O)c1ccc(-c2ccc(C3[C@H]4CNC[C@@H]3N4C(=O)Nc3cc(F)ccc3F)cc2)cc1 (some centres undefined)	-0.7
CCC(=O)N1CC2(C1)CN(Cc1nccs1)[C@@H](CO)c1c2c2ccc(OC)cc2n1C	-1.0
C[C@@H]1CCCCO[C@@H](CN(C)C(=O)Nc2ccc3c(c2)OCO3)[C@@H](C)CN([C@@H](C)CO)C(=O)c2cc(NC(=O)c3ccccc3)ccc2O1	0.3
Cc1ccc(S(=O)(=O)N2[C@@H](Cc3ccccc3)CO[C@H]2CC(=O)c2cccc3ccccc23)cc1	0.8
O=C1N[C@H](Cc2ccccc2)COCc2cn(nn2)CC[C@H]1Cc1ccccc1	-0.3
Cc1noc(C)c1NC(=O)Nc1ccc2c(c1)CC(=O)N([C@H](C)CO)C[C@@H](C)[C@@H](CN(C)S(=O)(=O)c1ccc(F)cc1)O2	0.2

Screens deposited in PubChem by Broad Institute.
